Compound activity: PubChem, National Center for Advancing Translational Sciences (NCATS)
GALK inh: inhibitors of human galactokinase (GALK) | P51570 | recombinant GALK, Kinase-Glo ATP luminescence, 1 h | Potency, µM (doses to about 57.5 µM), for inactives: top-dose activity, negative = inhibition, most hits filed as inhibitors | 44,000 tested, under 10 active | AID 1347072;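 further: plate controls were full GALK reaction for no effect and reaction lacking GALK for full effect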
Target sequence (P51570 whole entry, looked up): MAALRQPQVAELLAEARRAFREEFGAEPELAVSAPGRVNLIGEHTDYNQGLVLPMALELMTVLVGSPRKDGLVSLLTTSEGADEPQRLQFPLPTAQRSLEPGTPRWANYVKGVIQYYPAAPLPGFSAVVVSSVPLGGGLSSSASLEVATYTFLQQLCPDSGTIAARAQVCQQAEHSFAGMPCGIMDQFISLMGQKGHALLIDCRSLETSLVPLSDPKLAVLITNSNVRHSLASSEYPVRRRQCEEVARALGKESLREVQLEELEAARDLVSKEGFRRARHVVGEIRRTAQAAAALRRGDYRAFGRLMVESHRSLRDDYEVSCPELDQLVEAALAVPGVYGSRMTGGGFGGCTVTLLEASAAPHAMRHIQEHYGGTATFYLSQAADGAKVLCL
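Reactions with and without enzyme served as controls. GALK at 5 nM phosphorylates 100 uM galactose using 35 uM ATP (HEPES pH 8.0, Mg2+) for 1 h at RT, with luminescence read 10 min after adding Kinase-Glo Plus.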
p53null 32C tox: kills p53 null cells at the permissive temperature; H1299-neo p53 null cells, ATP luminescence, 24 h, 32C; Potency, µM (top dose mostly 46.1 µM), for inactives: at the top dose activity change, negative = cytotoxicity, most hits filed as cytotoxic; 0.62% of 55,000 active;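 further: potency means the concentration at half of the fitted maximal effect; 0% = DMSO only and -100% = full killing by 100 µM tamoxifen; nearly all actives have a fitted effect of over 55% in size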
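Cytotoxicity: H1299-neo (no p53), 32C, 24 h treatment. Concentrations up to 46 uM. Readout cellular ATP, luminescence. Normalization to DMSO basal and tamoxifen 100 uM maximal kill.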
NTMT1 inhibitor: blocks human N-terminal methyltransferase 1 activity. Q9BV86. NTMT1 MTase-Glo SAH luminescence, purified enzyme. Potency, µM (highest dose often 114 µM), for the others: top-dose activity change, negative = inhibition, hits mostly inhibitors. 2.5% of 59,000 active. AID 1645870;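 further: potency means the concentration at half of the fitted maximal effect; plate controls were DMSO vehicle for no effect and no enzyme for full effect; nearly all actives have a fitted effect of over 65% in size; many of its hits are not listed in these tables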
Target sequence (Q9BV86 whole entry, looked up): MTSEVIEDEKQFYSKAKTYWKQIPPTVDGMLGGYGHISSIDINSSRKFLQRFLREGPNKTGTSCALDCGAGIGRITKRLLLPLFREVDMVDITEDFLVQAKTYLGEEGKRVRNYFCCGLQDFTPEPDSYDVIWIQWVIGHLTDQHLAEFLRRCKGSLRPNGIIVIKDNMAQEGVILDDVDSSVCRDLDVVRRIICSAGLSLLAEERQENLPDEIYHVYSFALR
B2AR arrestin ag: agonists recruiting beta-arrestin to human beta2-adrenergic receptor; P07550; HTLA Tango cells, beta-arrestin recruitment, luciferase luminescence, 18 h; Potency, µM (series often up to 46.1 µM), without a hit: at the top dose activation, most hits filed as activators; 44,000 tested, under 10 active; AID 1347077;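 further: potency means the concentration at half of the fitted maximal effect; 0% = DMSO and full agonism = EC100 isoproterenol or metaproterenol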
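Tango cells (recombinant beta2-AR, beta-arrestin, tTA-driven luciferase), 1500/well in DMEM 1% FBS, treated 18 h at 37 °C with compounds up to 46 µM; luciferin mix added, luminescence read after 15 min; %activity curves fitted and curve-classed.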
TSG101-PTAP inh: inhibitors of HIV-1 PTAP binding to human TSG101, validation; Q99816; Potency, µM (top dose mostly 115 µM), without a hit: at the top dose activity change, negative = inhibition, usual class: inhibitors; AID 1347069; 44,000 tested, under 10 active; Fluorescence polarization, FITC-PTAP peptide/Tsg101, 20 min; further: potency means the concentration at half of the fitted maximal effect; 0% is about no effect
Target sequence (Q99816 whole entry, looked up): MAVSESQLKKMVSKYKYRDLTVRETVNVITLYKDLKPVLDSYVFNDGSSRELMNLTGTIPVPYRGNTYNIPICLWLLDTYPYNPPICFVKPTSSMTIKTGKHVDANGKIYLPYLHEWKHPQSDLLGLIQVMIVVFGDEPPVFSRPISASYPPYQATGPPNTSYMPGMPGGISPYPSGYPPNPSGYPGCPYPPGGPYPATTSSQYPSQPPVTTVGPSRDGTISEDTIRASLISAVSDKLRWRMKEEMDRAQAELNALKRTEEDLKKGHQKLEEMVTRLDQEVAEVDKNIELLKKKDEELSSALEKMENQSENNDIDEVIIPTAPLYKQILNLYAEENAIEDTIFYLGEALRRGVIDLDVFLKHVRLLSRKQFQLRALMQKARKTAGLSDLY
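The Tsg101 binding domain, at 10 uM final, is mixed with compound and a FITC peptide bearing the PTAP motif (50 nM final). After 20 min at r.t., polarization is measured; actives defined by CRC class, efficacy cut-off 60% inhibition.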
p53null 39C kill: kills p53 null cells at the nonpermissive temperature. H1299 p53-null (neo) cells, 39C, ATPlite viability, 24 h. Potency, µM (highest dose often 46.1 µM), for inactives: top-dose activity, negative = cell killing, hits mostly cytotoxic. 0.97% of 55,000 active;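 further: potency means the concentration at half of the fitted maximal effect; 0% = DMSO only and -100% = full killing by 100 µM tamoxifen; nearly all actives have a fitted effect of over 50% in size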
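Cells seeded at 600/well, 37C overnight. Compound added (up to 46 uM), plates shifted to 39C for 24 hr. ATPlite added, luminescence read after 20 min at room temperature.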
FH mod: Identification of activators of human fumarate hydratase by quantitative high-throughput screening; Fumarate hydratase, mitochondrial (Homo sapiens), P07954; FH coupled MDH/diaphorase resazurin fluorescence, 15 min; Potency, µM (series often up to 79.9 µM), without a hit: top-dose activity change, negative = inhibition, most hits filed as inhibitors; 0.22% of 54,000 active; AID 1347055, 2019; further: potency means the concentration at half of the fitted maximal effect; on the % scale 0 is the no-effect control and ±100 the full control effect; the screen sought activators but most active calls are inhibition curves; nearly all actives have a fitted effect of over 45% in size
An asterisk follows results filed as active; [ ] = dose if it differs, or a comment. The call rests on the fitted dose curve; in most records, active means well fitted curve in the direction sought with a large enough effect; inconclusive means small, poorly fitted or top-dose-only effect, or another doubt; inactive means no such curve, though single readings can be large; an effect the other way counts as inactive or inconclusive.

The opening two entries as a preview:
`CCCCNC(=O)c1ccc2c(c1)N(Cc1ccc(F)cc1)C(=O)c1ccccc1S2=O` (configuration not stated) gave GALK inh 1%, p53null 32C tox -3%, NTMT1 inhibitor inconclusive, B2AR arrestin ag 0%, TSG101-PTAP inh 0%, p53null 39C kill -11% and FH mod -14%.
`COc1ccc(NC(=O)CSc2nc3ccccc3n2CC(=O)N(C)c2ccc(F)cc2)cc1` gave GALK inh -3%, p53null 32C tox 2%, NTMT1 inhibitor -2%, B2AR arrestin ag 0%, TSG101-PTAP inh -3%, p53null 39C kill -2% and FH mod -2%.

All compounds of this part, from the first entry:
`CCCCNC(=O)c1ccc2c(c1)N(Cc1ccc(F)cc1)C(=O)c1ccccc1S2=O` (configuration not stated) gave GALK inh 1%, p53null 32C tox -3%, NTMT1 inhibitor inconclusive, B2AR arrestin ag 0%, TSG101-PTAP inh 0%, p53null 39C kill -11% and FH mod -14%.
`COc1ccc(NC(=O)CSc2nc3ccccc3n2CC(=O)N(C)c2ccc(F)cc2)cc1` gave GALK inh -3%, p53null 32C tox 2%, NTMT1 inhibitor -2%, B2AR arrestin ag 0%, TSG101-PTAP inh -3%, p53null 39C kill -2% and FH mod -2%.
`Cc1ccc(NC(=O)CSc2ncc3c(n2)-c2ccccc2N(Cc2cccc(F)c2)S3(=O)=O)cc1F` gave GALK inh -4%, p53null 32C tox -4%, NTMT1 inhibitor 2%, B2AR arrestin ag 0%, TSG101-PTAP inh -1%, p53null 39C kill -7% and FH mod 21%.
Screening CCOc1ccccc1-n1nnc(-c2nsc(NC(=O)c3ccc(C)cc3)n2)c1C returned GALK inh -1%, p53null 32C tox -14%, NTMT1 inhibitor -1%, B2AR arrestin ag 0%, TSG101-PTAP inh -7%, p53null 39C kill inconclusive and FH mod -37%.
Cc1cccc(-c2nnn3c2nc(NCCc2ccc(S(N)(=O)=O)cc2)c2ccccc23)c1 was read as GALK inh 0%, p53null 32C tox inconclusive, NTMT1 inhibitor inconclusive, B2AR arrestin ag -2%, TSG101-PTAP inh 3%, p53null 39C kill -23% and FH mod 1%.
Screening COc1ccc(NS(=O)(=O)c2ccc3c(c2)[C@H]2C=CC[C@H]2[C@@H](c2ccc(C(=O)O)cc2)N3)cc1 returned GALK inh inconclusive, p53null 32C tox -6%, NTMT1 inhibitor inconclusive, B2AR arrestin ag 1%, TSG101-PTAP inh -15%, p53null 39C kill -5% and FH mod 35µM*.
Screening Cc1ccc(C(C)C)c(OCC(=O)N2CCC(c3nc4ccccc4o3)CC2)c1 returned GALK inh 2%, p53null 32C tox 25%, NTMT1 inhibitor -2%, B2AR arrestin ag -4%, TSG101-PTAP inh 0%, p53null 39C kill inconclusive and FH mod inconclusive.
COc1ccc(-c2nc(SCC(=O)NCC3CCCO3)c(-c3ccc(C)cc3)[nH]2)cc1OC (configuration not stated) was read as GALK inh 4%, p53null 32C tox -2%, NTMT1 inhibitor inconclusive, B2AR arrestin ag 1%, TSG101-PTAP inh 0%, p53null 39C kill 12% and FH mod inconclusive.
Screening COc1ccc(N2CCN(C(=O)c3cnn(-c4ccc(OC)cc4)c3C3CCN(C(=O)OC(C)(C)C)CC3)CC2)cc1 returned GALK inh -3%, p53null 32C tox 1%, NTMT1 inhibitor 2%, B2AR arrestin ag -1%, TSG101-PTAP inh 2%, p53null 39C kill 0% and FH mod -15%.
Cc1cccc(CS(=O)(=O)CC2Nc3ccc(C(=O)NCc4ccccc4)cc3NC2=O)c1 (configuration not stated) was read as GALK inh 2%, p53null 32C tox -7%, NTMT1 inhibitor -10%, B2AR arrestin ag 0%, TSG101-PTAP inh 0%, p53null 39C kill -13% and FH mod 3%.
For COc1cccc(CNC(=O)c2cc3cccc4c3n2CC(C)S4)c1OC (configuration not stated) the results were GALK inh 2%, p53null 32C tox 8%, NTMT1 inhibitor -9%, B2AR arrestin ag 1%, TSG101-PTAP inh -3%, p53null 39C kill 15% and FH mod -19%.
Screening Cc1ccc(C)c(Cn2cnc3ccccc3c2=O)c1 returned GALK inh 0%, p53null 32C tox 3%, NTMT1 inhibitor 9%, B2AR arrestin ag 1%, TSG101-PTAP inh -4%, p53null 39C kill -14% and FH mod -1%.
Cc1ccccc1NC(=O)Cn1c(=O)n(Cc2ccc3c(c2)OCO3)c(=O)c2ccccc21 was read as GALK inh 7%, p53null 32C tox -4%, NTMT1 inhibitor 13%, B2AR arrestin ag 1%, TSG101-PTAP inh 1%, p53null 39C kill -25% and FH mod -4%.
For COc1cccc(N2CCN(C(=O)CN3CCSc4ccc(S(=O)(=O)N(C)C)cc43)CC2)c1 the results were GALK inh 1%, p53null 32C tox -2%, NTMT1 inhibitor inconclusive, B2AR arrestin ag 0%, TSG101-PTAP inh -6%, p53null 39C kill 2% and FH mod -11%.
CCc1ccc(C(=O)c2cn(CC(=O)Nc3ccc(OC)c(OC)c3)c3ccc(C)cc3c2=O)cc1 was read as GALK inh -11%, p53null 32C tox 13%, NTMT1 inhibitor 11%, B2AR arrestin ag 0%, TSG101-PTAP inh 9%, p53null 39C kill -9% and FH mod -8%.
For Cc1ccccc1NC(=O)c1ccc(NC(=O)N2CCSc3ncccc32)cc1 the results were GALK inh -3%, p53null 32C tox -5%, NTMT1 inhibitor -2%, B2AR arrestin ag 0%, TSG101-PTAP inh -3%, p53null 39C kill -5% and FH mod 7%.
`CC(=O)c1ccc(Nc2ccc3cc(S(=O)(=O)N4CCCC4)ccc3n2)cc1` gave GALK inh 2%, p53null 32C tox 4%, NTMT1 inhibitor -2%, B2AR arrestin ag 1%, TSG101-PTAP inh 9%, p53null 39C kill -11% and FH mod inconclusive.
O=C(NCCc1csc(-c2ccc(F)cc2)n1)c1cccc(F)c1 was read as GALK inh -2%, p53null 32C tox -15%, NTMT1 inhibitor -7%, B2AR arrestin ag 0%, TSG101-PTAP inh 1%, p53null 39C kill -14% and FH mod -31%.
Screening CCCCNC(=O)c1ccc2c(c1)NC(=O)C(CS(=O)(=O)Cc1ccc(C)cc1)N2 (configuration not stated) returned GALK inh 2%, p53null 32C tox 1%, NTMT1 inhibitor -5%, B2AR arrestin ag 3%, TSG101-PTAP inh 3%, p53null 39C kill -14% and FH mod 8%.
Screening CCOC(=O)c1c(C)n(-c2ccccc2)c2ccc(OC(=O)c3c(F)cccc3F)cc12 returned GALK inh 2%, p53null 32C tox 2%, NTMT1 inhibitor -5%, B2AR arrestin ag -2%, TSG101-PTAP inh 1%, p53null 39C kill 10% and FH mod -3%.

Reprinted at random: two compounds from above
`CC(=O)c1ccc(Nc2ccc3cc(S(=O)(=O)N4CCCC4)ccc3n2)cc1` gave GALK inh 2%, p53null 32C tox 4%, NTMT1 inhibitor -2%, B2AR arrestin ag 1%, TSG101-PTAP inh 9%, p53null 39C kill -11% and FH mod inconclusive.
Cc1ccccc1NC(=O)Cn1c(=O)n(Cc2ccc3c(c2)OCO3)c(=O)c2ccccc21 was read as GALK inh 7%, p53null 32C tox -4%, NTMT1 inhibitor 13%, B2AR arrestin ag 1%, TSG101-PTAP inh 1%, p53null 39C kill -25% and FH mod -4%.

Next records:
For CC(C)Oc1ccc(C(=O)N2CCN(c3nc4c(F)cc(F)cc4s3)CC2)cc1 the results were GALK inh -3%, p53null 32C tox -3%, NTMT1 inhibitor -5%, B2AR arrestin ag -2%, TSG101-PTAP inh -1%, p53null 39C kill 9% and FH mod -8%.
O=C1Nc2ccccc2Oc2cc(Oc3ccccc3)ccc21 was read as GALK inh -1%, p53null 32C tox 2%, NTMT1 inhibitor -13%, B2AR arrestin ag -1%, TSG101-PTAP inh 14%, p53null 39C kill -15% and FH mod -9%.
Screening COc1ccc(OC)c(NC(=O)CSc2ccnc(=O)[nH]2)c1 returned GALK inh 0%, p53null 32C tox -2%, NTMT1 inhibitor -3%, B2AR arrestin ag -4%, TSG101-PTAP inh 1%, p53null 39C kill -10% and FH mod 4%.
`Cc1ccc2c(=O)cc(C(=O)Nc3ccc(S(=O)(=O)Nc4onc(C)c4C)cc3)oc2c1` gave GALK inh 0%, p53null 32C tox 9%, NTMT1 inhibitor 6%, B2AR arrestin ag -1%, TSG101-PTAP inh -10%, p53null 39C kill 4% and FH mod inconclusive.
`O=C(NC1(C(F)(F)F)N=C(c2ccccc2)N(C2CCCCC2)C1=O)c1ccc(F)cc1` (configuration not stated) gave GALK inh 9%, p53null 32C tox 18%, NTMT1 inhibitor -2%, B2AR arrestin ag 1%, TSG101-PTAP inh -10%, p53null 39C kill -9% and FH mod -5%.
For CCCc1ccc(S(=O)(=O)N2CCC(c3nnc(-c4cccc(C)c4)o3)CC2)cc1 the results were GALK inh 7%, p53null 32C tox inconclusive, NTMT1 inhibitor 79µM*, B2AR arrestin ag 0%, TSG101-PTAP inh -2%, p53null 39C kill 6% and FH mod inconclusive.
CNc1nc2c(c(=O)n(C)c(=O)n2C)n1CC(O)COc1ccc(OC)cc1 (configuration not stated) was read as GALK inh 0%, p53null 32C tox -3%, B2AR arrestin ag -1%, TSG101-PTAP inh -3% and p53null 39C kill -13%.
COC(=O)c1cccc(Cn2nnc3sc4c(c3c2=O)CCC(C(C)(C)C)C4)c1 (configuration not stated) was read as GALK inh -3%, p53null 32C tox -7%, NTMT1 inhibitor 7%, B2AR arrestin ag -1%, TSG101-PTAP inh 2%, p53null 39C kill -2% and FH mod -7%.
O=C(CCS(=O)(=O)c1cccc2nonc12)Nc1ccc(F)cc1F was read as GALK inh -1%, p53null 32C tox 6%, NTMT1 inhibitor 5%, B2AR arrestin ag 2%, TSG101-PTAP inh 1%, p53null 39C kill -4% and FH mod -13%.
`COc1ccc(CCNC(=O)c2cc(-c3ccccc3)nc3ccccc23)cc1OC` gave GALK inh 0%, p53null 32C tox 1%, NTMT1 inhibitor 11%, B2AR arrestin ag -2%, TSG101-PTAP inh -6%, p53null 39C kill 5% and FH mod -15%.
Screening Cn1c(=O)c2c(nc3n(-c4ccc(O)cc4)c(-c4ccc(Br)cc4)cn23)n(C)c1=O returned GALK inh 10%, p53null 32C tox 2%[9.22 µM], NTMT1 inhibitor -8%, B2AR arrestin ag -1%, TSG101-PTAP inh -1%, p53null 39C kill -12% and FH mod -12%.
CCN(CC)S(=O)(=O)c1ccc2c(c1)N(CC(=O)N1CCN(c3ccc(Cl)cc3)CC1)C(=O)CO2 was read as GALK inh 1%, p53null 32C tox 5%, NTMT1 inhibitor -29%, B2AR arrestin ag -1%, TSG101-PTAP inh -2%, p53null 39C kill -12% and FH mod -21%.
Screening Cc1ccc(C(=O)N2CCc3cc(CNC(=O)COc4ccccc4)ccc32)cc1 returned GALK inh -2%, p53null 32C tox -13%, NTMT1 inhibitor 13%, B2AR arrestin ag -1%, TSG101-PTAP inh 5%, p53null 39C kill -2% and FH mod 2%.
`Cc1ccc(CNC(=O)CCSCc2ccccc2F)cc1` gave GALK inh -6%, p53null 32C tox -7%, NTMT1 inhibitor inconclusive, B2AR arrestin ag -1%, TSG101-PTAP inh 1%, p53null 39C kill -2% and FH mod -5%.

Not all compounds are listed, so the mix of outcomes need not match the whole.
